Assay outcomes deposited in PubChem BioAssay by National Center for Advancing Translational Sciences (NCATS).
FUS suppressor: FUS proteinopathy suppression in yeast; S. cerevisiae FUS-expressing, growth rescue, OD600, 24 h; Potency, µM (top dose mostly 76.6 µM), without a hit: at the highest dose growth rescue (activation), usual class: activators; 390,000 tested, 0.24% active; AID 1347120;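 further: potency means the concentration at half of the fitted maximal effect; plate controls were DMSO vehicle for no effect and reference control for full effect; nearly all actives have a fitted effect of over 55% in size; some results filed as inactive show a strong effect at the top dose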
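Toxicity suppression screen in FUS-yeast. Cells induced with 2% galactose, starting OD 0.005, treated 24hr at 30C with compounds at multiple final concentrations; growth by OD600.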
Abeta rescue: restores growth of yeast expressing A-beta42 peptide; AID 1347071; yeast expressing A-beta42, growth rescue, OD600, 48 h; response scale: 0% DMSO, 100% iron-clioquinol control; Potency, µM (series often up to 46.1 µM), for inactives: at the top dose growth rescue, actives largely listed as activators; 410,000 tested, 0.063% active; further: potency means the concentration at half of the fitted maximal effect; nearly all actives have a fitted effect of over 55% in size
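Yeast growth medium received pinned compounds, then yeast cells expressing toxic A-beta were added; plates incubated at 30 C for 48 hr. Growth read as absorbance at 600 nm, normalized to DMSO and equimolar FeCl3 plus clioquinol controls.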
EPAC1 antag: antagonists of human EPAC1; O95398; EPAC1 GEF assay, Rap1b-BODIPY-GDP exchange fluorescence; Potency, µM (highest dose often 115 µM), for inactives: at the highest dose activity change, negative = inhibition, actives largely listed as inhibitors; 360,000 tested, 0.14% active;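 further: potency means the concentration at half of the fitted maximal effect; plate controls were vehicle for no effect and positive control for full effect; nearly all actives have a fitted effect of over 50% in size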
EPAC1 agonist: agonists of human EPAC1; 360,000 tested, 0.073% active; EPAC1 agonist qHTS, biochemical assay; response scale: 100% = response to 6.5 mM cAMP; Potency, µM (highest dose often 154 µM), for inactives: top-dose activation, most hits filed as activators; further: potency means the concentration at half of the fitted maximal effect; nearly all actives have a fitted effect of over 60% in size
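Read-out is the fluorescence drop as BODIPY-GDP leaves Rap1B (480 nm excitation, 540 nm emission), recorded every 5 minutes over 30 minutes. Reactions held 100 nM EPAC1, 250 nM Rap1B–BODIPY-GDP and 50 uM GDP, with 6.5 mM cAMP setting full activation.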
PI5P4K alpha inh: blocks human PI5P4K alpha kinase activity; P48426; PI5P4Kalpha enzyme, ADP-Glo luminescence, 60 min; hits give low values; max response, %; 330,000 tested, 1.2% active; AID 652105; active means max response of -50% or lower; inconclusive means between -30% and -50%; inactive means -30% or higher; further: value at the top dose of about 77 µM; on the % scale 0 is the no-effect control and ±100 the full control effect
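qHTS, 1536-well: enzyme/substrate mix, compound by pin tool, 5 microM ATP final; RT 60 min; ADP-Glo reagents 1 (45 min) then 2 (30 min); luminescence.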
aSyn yeast inh: rescues yeast growth from alpha-synuclein toxicity | 370,000 tested, 0.14% active | Yeast expressing alpha-synuclein, growth rescue, BacTiter-Glo, 24 h | Potency, µM (highest dose often 46.1 µM), for inactives: at the top dose growth rescue (activation), actives largely listed as activators; further: potency means the concentration at half of the fitted maximal effect; % of control where 0% means no effect; nearly all actives have a fitted effect of over 65% in size
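Readout is rescue of growth in alpha-synuclein-expressing yeast, so inhibitors of toxicity appear as activators. Growth after 24 hr at 30 deg C in galactose medium is quantified by luminescence.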
IL2 activator: activates IL-2 in a cell-based reporter assay. IL-2 activation reporter assay, cell-based qHTS; stimulated with anti-CD3/CD4/CD28 beads; in transgenic mouse T cells. activation, % (series mostly up to about 46 µM). 360,000 tested, 0.065% active. AID 652025; in the data active means activation above about 50%; inconclusive means mostly about 30% to 49%; further: 0% is about no effect
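Unstimulated transgenic mouse T cells, 750 per well, received compound and, after 60 minutes, anti-CD3/anti-CD4 bead plus anti-CD28 stimulation. EGFP and DsRed were quantified after 18 hours.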
PLK1 PBD inh: PLK1 (human) polo-box domain binding inhibition; Plk1 PBD binding of FITC phosphopeptide, fluorescence polarization; 360,000 tested, 2.8% active; Potency, µM, inactives show max response, negative = inhibition, hits mostly inhibitors; further: potency means the concentration at half of the fitted maximal effect; series mostly up to about 57 µM; on the % scale 0 is the no-effect control and ±100 the full control effect; nearly all actives have a fitted effect of over 65% in size
WRN inhibitor: inhibitors of human WRN helicase; WRN helicase unwinding, fluorescent forked duplex, kinetic; Potency, µM (series often up to 114 µM), inactives show at the highest dose activity change, negative = inhibition, most hits filed as inhibitors; 360,000 tested, 0.46% active; AID 651768; further: potency means the concentration at half of the fitted maximal effect; on the % scale 0 is the no-effect control and ±100 the full control effect; nearly all actives have a fitted effect of over 55% in size
Target sequence (Q14191 whole entry, looked up): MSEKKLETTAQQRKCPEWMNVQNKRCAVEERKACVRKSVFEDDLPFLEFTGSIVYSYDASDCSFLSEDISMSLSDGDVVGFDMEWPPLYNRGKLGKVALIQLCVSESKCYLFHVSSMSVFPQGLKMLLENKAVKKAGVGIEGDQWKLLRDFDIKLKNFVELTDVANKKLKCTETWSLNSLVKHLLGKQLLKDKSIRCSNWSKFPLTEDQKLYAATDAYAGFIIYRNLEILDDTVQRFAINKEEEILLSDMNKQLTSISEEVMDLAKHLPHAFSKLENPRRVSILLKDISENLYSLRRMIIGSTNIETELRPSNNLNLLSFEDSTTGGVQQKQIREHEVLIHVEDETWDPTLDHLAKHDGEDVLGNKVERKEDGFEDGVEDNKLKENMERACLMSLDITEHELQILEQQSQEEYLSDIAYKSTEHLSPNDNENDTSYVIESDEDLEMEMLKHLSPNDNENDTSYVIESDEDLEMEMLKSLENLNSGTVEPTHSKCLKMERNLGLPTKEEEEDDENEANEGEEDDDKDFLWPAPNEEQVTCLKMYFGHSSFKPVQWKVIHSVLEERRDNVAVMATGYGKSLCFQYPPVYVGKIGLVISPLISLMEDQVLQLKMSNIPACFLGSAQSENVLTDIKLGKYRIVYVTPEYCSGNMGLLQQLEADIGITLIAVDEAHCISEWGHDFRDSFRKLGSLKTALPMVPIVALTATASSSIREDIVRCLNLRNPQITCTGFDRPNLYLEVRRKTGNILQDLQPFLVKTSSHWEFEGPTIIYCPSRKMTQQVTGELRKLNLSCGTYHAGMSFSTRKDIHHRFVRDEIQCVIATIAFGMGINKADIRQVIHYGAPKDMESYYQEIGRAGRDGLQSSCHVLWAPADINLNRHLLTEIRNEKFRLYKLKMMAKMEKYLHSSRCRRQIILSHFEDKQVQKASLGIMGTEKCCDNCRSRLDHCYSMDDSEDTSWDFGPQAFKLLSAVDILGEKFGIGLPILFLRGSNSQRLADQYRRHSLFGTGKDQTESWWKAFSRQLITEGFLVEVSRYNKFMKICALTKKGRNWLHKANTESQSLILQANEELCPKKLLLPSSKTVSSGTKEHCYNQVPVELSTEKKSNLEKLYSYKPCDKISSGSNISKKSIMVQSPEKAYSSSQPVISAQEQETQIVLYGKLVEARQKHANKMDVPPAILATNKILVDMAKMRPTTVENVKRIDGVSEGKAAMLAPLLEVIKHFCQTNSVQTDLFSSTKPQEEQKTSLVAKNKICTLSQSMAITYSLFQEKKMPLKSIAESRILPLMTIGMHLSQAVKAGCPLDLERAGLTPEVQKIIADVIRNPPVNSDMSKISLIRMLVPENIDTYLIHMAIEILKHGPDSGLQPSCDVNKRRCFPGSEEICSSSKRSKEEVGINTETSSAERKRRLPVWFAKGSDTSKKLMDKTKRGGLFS
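WRN at 20 nM final preincubated with compound 15 min at room temperature; reaction started with 100 nM fluorophore/quencher forked duplex oligonucleotide and 2 mM ATP final. Unwinding followed kinetically by red fluorescence (ex 525, em 598 nm).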
An asterisk follows results filed as active; ? = inconclusive; . = no result given. Unless noted, the call rests on the fitted dose curve; in most records, active means well fitted curve in the direction sought with a large enough effect; inconclusive means small, poorly fitted or top-dose-only effect, or another doubt; inactive means no such curve, though single readings can be large; an effect the other way counts as inactive or inconclusive.

Fields – FUS suppressor | Abeta rescue | EPAC1 antag | EPAC1 agonist | PI5P4K alpha inh | aSyn yeast inh | IL2 activator | PLK1 PBD inh | WRN inhibitor
#1 CCOC(=O)c1c(-c2cccs2)csc1NC(=O)CN1CC(C)OC(C)C1 (stereo not drawn)
→ 44% | -23% | -14% | 7% | -7 | -4% | -0.3 | -10% | -11%
#2 CSc1nc2ccc(NS(=O)(=O)c3ccc([N+](=O)[O-])cc3)cc2s1
→ 4% | -10% | 7% | -3% | -4 | -1% | 8.3 | -2% | 1%
#3 COc1cc([N+](=O)[O-])ccc1NC(=S)N1CCN(c2ccccn2)CC1
→ -6% | 7% | -27% | -2% | -3 | 3% | -0.7 | ? | -5%
#4 CCc1ccc2oc(C(=O)NCCc3ccc(S(N)(=O)=O)cc3)cc(=O)c2c1
→ -17% | -17% | -12% | 6% | -16 | 1% | -0.2 | ? | 13%
#5 O=C(c1ccc(Cn2cc(Br)cn2)cc1)N1CCN(c2ccccc2)CC1
→ 28% | -1% | -21% | 5% | . | 14% | -1.1 | -1% | -8%
#6 Cc1ccc(N2CC(C(=O)Nc3ccncc3)CC2=O)cc1 (stereo not drawn)
→ 18% | 25% | 6% | 0% | . | 1% | -0.9 | -4% | 1%
#7 NC(=S)N/N=C/c1ccccc1O
→ -11% | -6% | 8% | 3% | -14 | 1% | -1.5 | 1% | -1%
#8 Cc1cc(C)c(OCCCNCc2ccccc2)c(Br)c1
→ -2% | -16% | -9% | -6% | -3 | -6% | -0.6 | -4% | -2%
#9 Cc1ccccc1Nc1c(-c2cccnc2)nc2ccccn12
→ -3% | 0% | ? | 3% | 0 | -3% | 2.5 | -7% | -8%
#10 Cc1ccc2cccc(OCc3cccc([N+](=O)[O-])c3)c2n1
→ -3% | -23% | -5% | 11% | 2 | 2% | -0.3 | -5% | 0%

Full records, quoted from the list.
Profile of Cc1ccc2cccc(OCc3cccc([N+](=O)[O-])c3)c2n1 = FUS suppressor = -3%; Abeta rescue = -23%; EPAC1 antag = -5%; EPAC1 agonist = 11%; PI5P4K alpha inh = 2; aSyn yeast inh = 2%; IL2 activator = -0.3; PLK1 PBD inh = -5%; WRN inhibitor = 0%
Profile of CCOC(=O)c1c(-c2cccs2)csc1NC(=O)CN1CC(C)OC(C)C1 (stereo not drawn) = FUS suppressor = 44%; Abeta rescue = -23%; EPAC1 antag = -14%; EPAC1 agonist = 7%; PI5P4K alpha inh = -7; aSyn yeast inh = -4%; IL2 activator = -0.3; PLK1 PBD inh = -10%; WRN inhibitor = -11%

Next structures.
Fields – FUS suppressor | Abeta rescue | EPAC1 antag | EPAC1 agonist | PI5P4K alpha inh | aSyn yeast inh | IL2 activator | PLK1 PBD inh | WRN inhibitor
#11 COC(=O)C(Cc1ccc(O)cc1)NC(=O)c1ccccc1OC (stereo not drawn)
→ -3% | -7% | 3% | -1% | 8 | 1% | 1.9 | -12% | 4%
#12 O=c1c(-c2nc3ccccc3s2)cccn1Cc1ccc(Cl)c(Cl)c1
→ 22% | -5% | -15% | 15% | . | 3% | 0.0 | -2% | -8%
#13 Cc1ccc(-c2nnn3c2nc(NCCc2ccc(S(N)(=O)=O)cc2)c2ccccc23)cc1
→ 36% | -22% | -10% | 4% | -12 | -4% | -3.7 | -4% | -22%
#14 COc1cc(CNc2ccc(N3CCCC3)cc2)cc(Cl)c1OC
→ 35% | -33% | -5% | 3% | -66* | -11% | -3.1 | 21µM* | -12%
#15 CN(C)CCN1CCN(C2CN(Cc3cn(Cc4cccc(Cl)c4)nn3)S(=O)(=O)C2)CC1 (stereo not drawn)
→ -7% | -15% | -8% | -10% | -4 | -6% | 0.1 | -1% | -1%
#16 COC(=O)c1ccccc1S(=O)(=O)N1CCn2cccc2C1C (stereo not drawn)
→ 27% | 16% | -10% | 2% | -7 | 2% | 0.2 | -12% | 3%
#17 CCc1cc2c(=O)c(-c3nc4ccccc4n3C)coc2c(CN2CCC(C)CC2)c1O
→ -5% | -9% | -4% | 3% | -5 | 0% | 1.0 | -1% | -7%
#18 C(=C\c1ccccc1)/C=N/Nc1nc(N2CCOCC2)nc(N2CCOCC2)n1
→ 7% | -11% | 10% | -6% | -7 | 0% | 0.2 | -3% | -8%
#19 CC1CCC(=NNc2ccc(C(F)(F)F)cc2[N+](=O)[O-])CC1 (stereo not drawn)
→ -8% | -3% | -17% | 4% | -10 | -3% | 0.0 | -7% | -24%
#20 COc1cc(S(=O)(=O)N2CCN(c3ccccn3)CC2)ccc1Br
→ 15% | 9% | -1% | 10% | -10 | 12% | -1.1 | -4% | 0%
#21 Cc1cc(C(F)(F)F)nn1CC(=O)NCc1cccs1
→ -10% | -13% | -4% | -6% | 1 | 2% | 0.6 | -5% | 1%
#22 N#C/C(=C\c1ccc2c(c1)OCO2)C(=O)NCc1ccco1
→ -2% | 10% | ? | 6% | 0 | -1% | -0.2 | -6% | -6%
#23 CSCC[C@H](NC(=O)c1ccc2ccccc2c1)C(=O)N1CCC2(CC1)NCCc1[nH]cnc12
→ -9% | -9% | -8% | 4% | 0 | -5% | -0.5 | -15% | 3%
#24 CC1(c2nnc(-c3ccccc3)o2)CC(c2cccc(Cl)c2)=NO1 (stereo not drawn)
→ 29% | 0% | -5% | 5% | 3 | 17% | -0.2 | -3% | 2%
#25 Cc1cccc(CCNC(=O)c2cc(S(=O)(=O)N3CCOCC3)cn2C)c1
→ -7% | 9% | -14% | 3% | 2 | 0% | -2.6 | 4% | -6%
#26 O=C(C[C@H]1C/C=C\C[C@H](Cc2ccc(F)cc2)C(=O)O[C@@H](c2ccccc2)CNC1=O)N[C@H](CO)Cc1ccccc1
→ 28µM* | -3% | -10% | -10% | -2 | 1% | 0.1 | -4% | 6%
#27 Cc1ccc(NC(=S)N2CCN(C(=O)C3CCCO3)CC2)cc1 (stereo not drawn)
→ 2% | 4% | -22% | -4% | -4 | 4% | -0.7 | -5% | -8%
#28 COc1ccc(NC(=O)C2CCCNC2=O)cc1 (stereo not drawn)
→ -30% | -8% | -21% | 12% | -2 | -7% | -1.6 | -4% | -6%
#29 Nc1nc2n(n1)C(c1cccc(Br)c1)CC(c1ccc(F)cc1)N2 (stereo not drawn)
→ 12% | -17% | -9% | -9% | -4 | 0% | -2.6 | -7% | -8%
#30 CC(C)COC(=O)N(C)C[C@@H]1OCc2cnnn2CCCC(=O)N([C@H](C)CO)C[C@@H]1C
→ -22% | -7% | 10% | -1% | 0 | 3% | 0.2 | -5% | 4%
#31 O=C(CN(Cc1ccco1)C(=O)CCC(=O)Nc1nccs1)NCc1ccccc1
→ -11% | 2% | -4% | 9% | -1 | 2% | -0.2 | 1% | -1%
#32 COc1ccc(NS(=O)(=O)c2cc(NC(=O)COc3ccc(OC)cc3)ccc2N2CCOCC2)cc1
→ . | 12% | 3% | 7% | -8 | 3% | -3.8 | -5% | -7%
#33 Cc1ccc(CN(C)C(=O)CN2C(=O)NC3(CCCc4ccccc43)C2=O)c(C)c1 (stereo not drawn)
→ 19% | 18% | -12% | 0% | 2 | 11% | -0.6 | -4% | -7%
#34 COCCNC(=O)C(OC(=O)c1nsc(Cl)c1Cl)C(C)C (stereo not drawn)
→ -4% | -17% | -4% | -4% | -7 | 0% | -0.5 | -5% | 5%
#35 CCOC(=O)c1c(NC(=O)CSc2nnc(-c3ccc(Cl)cc3)o2)sc2c1CCC2
→ 17% | -9% | -2% | -14% | -9 | 19% | -3.4 | -14% | -32%
#36 CCCCCCNC(=O)O[C@H]1C[C@H](C(=O)OC)[C@H](C(=O)OC)C2CN(S(=O)(=O)c3ccc(C)cc3)C[C@@]21O (stereo partly drawn)
→ ? | -2% | -14% | -13% | -2 | -17% | -0.1 | 1% | -5%
#37 COC(=O)c1[nH]c2cccc(Cl)c2c1NC(=O)CN1CCCCC1C (stereo not drawn)
→ 19% | 21% | 12% | -7% | . | 0% | -2.6 | -1% | 4%
#38 COc1ccc(NC(=O)CSc2nnnn2-c2ccccc2OC)c(OC)c1
→ -10% | 8% | 10% | 7% | -1 | 4% | 1.2 | -11% | 1%
#39 CCCN(CCC)S(=O)(=O)c1ccc(C(=O)NNC(=O)c2cc(OC)c(OC)c(OC)c2)cc1
→ 29% | 3% | 6% | 6% | 5 | 1% | -0.5 | -11% | -19%
#40 O=c1[nH]ncc(NCCc2ccccc2)c1Cl
→ 20% | -4% | 2% | 9% | -16 | -1% | -1.6 | 6% | -4%

Gathered by group: the compounds so far containing a Cl atom.
Fields – FUS suppressor | Abeta rescue | EPAC1 antag | EPAC1 agonist | PI5P4K alpha inh | aSyn yeast inh | IL2 activator | PLK1 PBD inh | WRN inhibitor
#12 O=c1c(-c2nc3ccccc3s2)cccn1Cc1ccc(Cl)c(Cl)c1
→ 22% | -5% | -15% | 15% | . | 3% | 0.0 | -2% | -8%
#14 COc1cc(CNc2ccc(N3CCCC3)cc2)cc(Cl)c1OC
→ 35% | -33% | -5% | 3% | -66* | -11% | -3.1 | 21µM* | -12%
#15 CN(C)CCN1CCN(C2CN(Cc3cn(Cc4cccc(Cl)c4)nn3)S(=O)(=O)C2)CC1 (stereo not drawn)
→ -7% | -15% | -8% | -10% | -4 | -6% | 0.1 | -1% | -1%
#24 CC1(c2nnc(-c3ccccc3)o2)CC(c2cccc(Cl)c2)=NO1 (stereo not drawn)
→ 29% | 0% | -5% | 5% | 3 | 17% | -0.2 | -3% | 2%
#34 COCCNC(=O)C(OC(=O)c1nsc(Cl)c1Cl)C(C)C (stereo not drawn)
→ -4% | -17% | -4% | -4% | -7 | 0% | -0.5 | -5% | 5%
#35 CCOC(=O)c1c(NC(=O)CSc2nnc(-c3ccc(Cl)cc3)o2)sc2c1CCC2
→ 17% | -9% | -2% | -14% | -9 | 19% | -3.4 | -14% | -32%
#37 COC(=O)c1[nH]c2cccc(Cl)c2c1NC(=O)CN1CCCCC1C (stereo not drawn)
→ 19% | 21% | 12% | -7% | . | 0% | -2.6 | -1% | 4%
#40 O=c1[nH]ncc(NCCc2ccccc2)c1Cl
→ 20% | -4% | 2% | 9% | -16 | -1% | -1.6 | 6% | -4%
